Screening data (PubChem)
NOD2 inhibition = NOD2 signaling inhibitors, cell-based, luminescence, uHTS, HEK293 (AID 1566); inhibition, % at 4 µM; hits with a dose series show EC50 in µM; 290,000 compounds, 0.63% hits; HEK293 NOD2/NF-kB luciferase reporter, luminescence; higher % means a stronger effect; also: many of its hits are not listed in these tables
GPR55 beta-arrestin = GPR55 agonists via beta-arrestin recruitment, primary screen, imaging, U2OS cells, beta-arrestin-GFP redistribution (AID 1961). 290,000 compounds, 0.048% hits. U2OS GPR55 beta-arrestin-GFP redistribution imaging; higher % means a stronger effect. activation, % at 10 µM, or EC50 in µM where a hit was titrated;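 active = activation above 40% with more than 50 cells counted in the well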;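 also: U2OS osteosarcoma cells stably expressing GPR55 and beta-arrestin-GFP; plate controls were DMSO negative control for no effect and LPI positive control for full effect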
Yfh1-off respiration = mitochondrial function rescue without frataxin homolog – Friedreich's ataxia, plus single-dose screen, dose response (AID 1465); S. cerevisiae Yfh1-off respiration, WST-1 reduction, 72 h; higher fold induction means a stronger effect; fold induction at 50 µM; hits with a dose series show EC50 in µM; 220,000 compounds, 0.074% hits;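 active = fold induction of absorbance versus untreated yeast above a set limit, then at least 30% activation at any dose in follow-up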;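 also: activators that raise dye reduction in frataxin-depleted yeast; strong numbers were not always called active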
KOR beta-arrestin-1 = KOR agonists, beta-arrestin recruitment, primary screen, cell-based, luminescence, uHTS (AID 1777); KOR beta-arrestin recruitment, luminescence; higher % means a stronger effect; one-dose activation, % at 10 µM; EC50 in µM for titrated hits; 280,000 compounds, 0.02% hits; in the data active = activation above about 50%, passing the limit was not always enough; also: a part of the inactive calls stands beside numbers as strong as those of hits
TNAP activation fold = stimulation of alkaline phosphatase TNAP activity – biochemical, luminescent, no phosphate acceptor, uHTS, primary screen (AID 1001) | purified TNAP, luminescent activation assay, no phosphate acceptor; higher activation fold means a stronger effect | activation fold at 20 µM; hits with a dose series show EC50 in µM | 200,000 compounds, 0.03% hits; in the data active = activation fold from about 3, or a potency from the dose series; inactive = the rest, 99 in 100 with activation fold below about 1.6; also: many of its hits are not listed in these tables
KOR beta-arrestin-2 = KOR antagonists, beta-arrestin recruitment, cell-based, luminescence, uHTS (AID 1778) | KOR beta-arrestin recruitment, luminescence, antagonist mode; higher % means a stronger effect | inhibition, % at 10 µM; hits with a dose series show IC50 in µM | 290,000 compounds, 0.091% hits; also: strong numbers were not always called active
CSM14.1 death rescue = protection against thapsigargin-triggered cell killing – 384-well, CSM14.1, ATP luminescence, primary screen (AID 1222); 190,000 tested, under 10 active; CSM14.1 thapsigargin-induced death rescue, ATP luminescence; higher % means a stronger effect; one-dose cellular ATP content (survival), % at 20 µM; EC50 in µM for titrated hits;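 active = EC50 below 50 µM in the dose-response confirmation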;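 also: death triggered by thapsigargin at about 15 µM added after 2 h compound pretreatment; cell ATP read after overnight thapsigargin exposure of roughly 18 to 22 hours; normalized against plate controls of thapsigargin alone and 5% DMSO vehicle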
NOD1 inhibition = inhibition of NOD1-driven NF-kB reporter – cell-based, luminescence, uHTS, primary screen (AID 1578). NOD1-driven NF-kB luciferase reporter cells, luminescence; higher % means a stronger effect. inhibition, % at 4 µM; hits with a dose series show EC50 in µM. 290,000 compounds, 1% hits; in the data active = inhibition mostly above about 36%, no sharp cut-off; inactive = mostly below about 34%;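 also: HEK-293T reporter cells stimulated with the NOD1 agonist gamma-tri-DAP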
NTR1 ag = NTR1-driven beta-arrestin-GFP spot formation – imaging, U2OS cells, high content, primary screen (AID 493036). P30989. agonist mode. activation, % at 20 µM. 330,000 compounds, 0.17% hits;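 active = activation at or above 40% of the spot to cytoplasm intensity ratio, with at least 20 cells analyzed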;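 also: 0% = DMSO without peptide and 100% = 100 nM NTR1 peptide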
Target sequence (P30989 whole entry, looked up): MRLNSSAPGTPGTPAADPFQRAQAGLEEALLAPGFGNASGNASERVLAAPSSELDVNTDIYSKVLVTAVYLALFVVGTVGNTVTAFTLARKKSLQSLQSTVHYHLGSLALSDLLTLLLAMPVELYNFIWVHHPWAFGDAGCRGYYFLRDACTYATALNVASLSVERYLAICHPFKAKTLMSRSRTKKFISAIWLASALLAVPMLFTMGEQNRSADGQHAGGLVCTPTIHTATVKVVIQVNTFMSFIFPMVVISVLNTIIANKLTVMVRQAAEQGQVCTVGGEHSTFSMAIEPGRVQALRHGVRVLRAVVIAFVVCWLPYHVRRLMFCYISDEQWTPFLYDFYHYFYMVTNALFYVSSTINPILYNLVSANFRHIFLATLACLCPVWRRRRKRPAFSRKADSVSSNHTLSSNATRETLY
NTR1 ag cell count 20 µM = recorded beside NTR1 ag, whose call it bears; cell count; measured here: cell count, cytotoxicity flag
* = called active by the depositor; i = inactive; nt = not tested or not shown; [ ] = another dose, or the depositor's remark. Rule as the data show it, unless noted: active = inhibition above about 50%; inactive = the rest.

SMILES | NOD2 inhibition | GPR55 beta-arrestin | Yfh1-off respiration | KOR beta-arrestin-1 | TNAP activation fold | KOR beta-arrestin-2 | CSM14.1 death rescue | NOD1 inhibition | NTR1 ag | NTR1 ag cell count 20 µM
S=c1[nH]nc(Cc2noc3ccccc23)n1-c1ccccc1 | 21% | 0.3% | i | -0.6% | 1.1 | -17% | 0.3% | -15% | 0.7 | 59
C=CCSc1nnc(NC(=O)Cc2ccc(OC)c(OC)c2)s1 | 12% | -0.2% | i | -1.6% | 1.3 | 2% | 1.6% | -38% | 0.5 | 51
Cc1ccc(C)n1-c1nn(S(=O)(=O)c2ccccc2)c2cccc(F)c12 | 9% | 0.0% | i | -0.5% | nt | 36% | nt | -9% | 2.7 | 37
Cc1ccc(S(=O)(=O)c2nc(-c3ccccc3Cl)oc2N(C)C)cc1 | 2% | -0.2% | nt | 8.2% | nt | -58% | nt | 35% | 3.1 | 56
O=C(N/N=C/c1cccc([N+](=O)[O-])c1)c1cc(-c2ccc3c4c(cccc24)CC3)n[nH]1 | 9% | -0.1% | i | 0.9% | 1.3 | -21% | -4.6% | 25% | -0.6 | 112
CCOC(=O)Nc1ccc(S(=O)(=O)N(C)C(C)C)cc1 | 13% | -0.1% | i | -2.4% | 1.2 | 14% | -0.8% | -14% | -2.2 | 51
COc1ccc(Br)cc1C(=O)NC(=S)Nc1ccc(Cl)c(C(=O)O)c1 | 11% | 0.0% | i | -1.3% | 1.1 | -10% | 0.7% | -24% | 1.9 | 36
CC1CCN(Cc2c(C(=O)O)nnn2-c2nonc2N)CC1 | 6% | 0.5% | i | -13% | 1.1 | -25%[20 µM] | -1.3% | -17% | -1.2 | 37
CCOC(=O)C(NC(=O)CC)(Nc1nc2c(s1)CCCC2)C(F)(F)F (stereo not drawn) | 3% | -0.2% | i | 5.9% | 1 | 1% | 2.4% | -16% | -1.4 | 79
COc1ccc(CCn2c(N3CCOCC3)nc3c2c(=O)[nH]c(=O)n3C)cc1 | -13% | 0.0% | i | 0.4% | 1 | 0% | -2.7% | -9% | 3.4 | 70
CC(=O)Nc1ccc(NS(=O)(=O)c2cn(C)c(=O)n(C)c2=O)cc1 | 6% | 0.2% | i | -2.1% | 1.1 | 9% | -3.7% | nt | 0.6 | 63
COc1ccc(NC(=O)CSc2nnnn2Cc2ccccc2)cc1 | 18% | -0.1% | i | 2.2% | 1 | 14% | -1.5% | 7% | 1.2 | 49
O=C(COc1nsnc1N1CCOCC1)Nc1ccc([N+](=O)[O-])cc1 | -11% | nt | nt | -2.4% | nt | -3% | nt | -34% | -1.3 | 45
CCc1ccc(N2CC(C(=O)NCc3ccco3)CC2=O)cc1 (stereo not drawn) | 10% | -0.2% | i | -1.8% | 1.2 | -42% | 5.0% | -30% | 0.7 | 45
CCc1cccc2c(=O)c(C(=O)N3CCOCC3)c[nH]c12 | -9% | -0.1% | i | -2.4% | 1.2 | -5% | 0.9% | -4% | -1.5 | 93
COc1cccc(C2C3=C(CC(C)(C)CC3=O)Nc3n[nH]c(C)c32)c1 (stereo not drawn) | 2% | -0.2% | i | 11% | 1 | -54% | -1.8% | 5% | -0.2 | 34
S=C(N/N=C/c1ccccc1)N1CCOCC1 | -48% | -0.1% | i | 3.0% | 1 | -27% | 0.7% | 21% | 0.2 | 45
CC(C)C(=O)OCc1cn(-c2ccc(Cl)c(Cl)c2)nn1 | 10% | -0.3% | i | -3.3% | 1.1 | 5% | -0.8% | -1% | 1.4 | 51
COc1ccccc1C(=O)N1c2ccccc2Sc2ccccc21 | 9% | 0.3% | i | 1.8% | 1.2 | -6% | -2.0% | 27% | 0.4 | 55
Cc1nnsc1C(=O)N/N=C/c1ccccc1 | 7% | 0.1% | i | 2.0% | 1.1 | -26% | -2.6% | 6% | 3.2 | 98
COC(=O)c1ccc(C2c3c(oc4ccc(Cl)cc4c3=O)C(=O)N2CCN2CCOCC2)cc1 (stereo not drawn) | 5% | -0.1% | nt | -0.7% | nt | 0% | nt | -8% | 1.1 | 60
O=S(=O)(Nc1ccc2nc(-c3ccc(Br)o3)[nH]c2c1)c1ccccc1 | 30% | -0.1% | i | 2.1% | 1.1 | -10% | 0.5% | 16% | nt | nt
Cc1cccc(NC(=S)NCCc2ccccn2)c1 | -16% | -0.3% | i | 4.0% | nt | 29% | nt | 10% | -0.3 | 59
Cc1cc(C)cc(-n2c(=O)c3sccc3n(CC(=O)NCc3ccco3)c2=O)c1 | 10% | -0.1% | i | 0.5% | 1.1 | 29% | -0.1% | 18% | 0.5 | 78
FC(F)Oc1ccc(/C=N/NC(=S)Nc2cc(C(F)(F)F)ccc2Cl)cc1 | 12% | -0.3% | i | -4.7% | 1.1 | 12% | -6.9% | -18% | 1.6 | 77

As a short view, some entries already given.
SMILES | NOD2 inhibition | GPR55 beta-arrestin | Yfh1-off respiration | KOR beta-arrestin-1 | TNAP activation fold | KOR beta-arrestin-2 | CSM14.1 death rescue | NOD1 inhibition | NTR1 ag | NTR1 ag cell count 20 µM
CC(C)C(=O)OCc1cn(-c2ccc(Cl)c(Cl)c2)nn1 | 10% | -0.3% | i | -3.3% | 1.1 | 5% | -0.8% | -1% | 1.4 | 51
COc1ccccc1C(=O)N1c2ccccc2Sc2ccccc21 | 9% | 0.3% | i | 1.8% | 1.2 | -6% | -2.0% | 27% | 0.4 | 55
Cc1nnsc1C(=O)N/N=C/c1ccccc1 | 7% | 0.1% | i | 2.0% | 1.1 | -26% | -2.6% | 6% | 3.2 | 98
COC(=O)c1ccc(C2c3c(oc4ccc(Cl)cc4c3=O)C(=O)N2CCN2CCOCC2)cc1 (stereo not drawn) | 5% | -0.1% | nt | -0.7% | nt | 0% | nt | -8% | 1.1 | 60
O=S(=O)(Nc1ccc2nc(-c3ccc(Br)o3)[nH]c2c1)c1ccccc1 | 30% | -0.1% | i | 2.1% | 1.1 | -10% | 0.5% | 16% | nt | nt
Cc1cccc(NC(=S)NCCc2ccccn2)c1 | -16% | -0.3% | i | 4.0% | nt | 29% | nt | 10% | -0.3 | 59
Cc1cc(C)cc(-n2c(=O)c3sccc3n(CC(=O)NCc3ccco3)c2=O)c1 | 10% | -0.1% | i | 0.5% | 1.1 | 29% | -0.1% | 18% | 0.5 | 78
FC(F)Oc1ccc(/C=N/NC(=S)Nc2cc(C(F)(F)F)ccc2Cl)cc1 | 12% | -0.3% | i | -4.7% | 1.1 | 12% | -6.9% | -18% | 1.6 | 77

Continuation:
SMILES | NOD2 inhibition | GPR55 beta-arrestin | Yfh1-off respiration | KOR beta-arrestin-1 | TNAP activation fold | KOR beta-arrestin-2 | CSM14.1 death rescue | NOD1 inhibition | NTR1 ag | NTR1 ag cell count 20 µM
CCCCNS(=O)(=O)c1ccc(NC(=O)C2c3ccccc3Oc3ccccc32)cc1 | -10% | 0.0% | i | 1.6% | 1.2 | 18% | -1.1% | -36% | 19 | 68
COc1ccccc1N1CCN(C(=O)C2c3ccccc3Oc3ccccc32)CC1 | -26% | 0.3% | i | -9.5% | 1.1 | -76% | -3.9% | -16% | 8.0 | 38
Cc1ccc(-n2ncc3c(=O)n(-c4ccc(C)c(C)c4)c(-c4ccco4)nc32)cc1 | 10% | 0.1% | i | nt | 1 | 25% | 2.9% | 12% | 8.7 | 95
COC(=O)CCCC1=CC2=CC(=O)C(C)(OC(=O)C3CCCC3)C(=O)C2=CO1 (stereo not drawn) | 23% | -0.2% | i | -2.9% | nt | 15% | nt | -2% | -0.2 | 91
Cc1cc(C)c(NC(=O)C2CCCN2C)c(C)c1 (stereo not drawn) | 8% | -0.2% | i | 0.3% | 1.1 | -18% | -1.2% | 1% | 3.7 | 67
COc1cc(NC(=O)C(=O)NNC(=O)C2CCCCC2)c(OC)cc1Cl | 29% | 0.2% | i | -1.3% | 2.7 | 3% | 0.0% | -2% | -0.6 | 68
Cc1n[nH]c(C)c1S(=O)(=O)N1CCCC(C(=O)Nc2ccc3c(c2)OCCO3)C1 (stereo not drawn) | 7% | -0.1% | nt | -5.8% | 0.7 | 33% | -0.5% | -4% | -0.8 | 41
O=C(Nc1ccc2c(c1)C(=O)N(c1ccccc1)C2=O)C1CCCO1 (stereo not drawn) | -6% | 0.0% | i | -2.5% | 1.1 | 19% | -1.2% | -22% | 0.0 | 77
CN(CC(=O)Nc1ccccc1Br)c1ncnc2sccc12 | 21% | -0.4% | i | 0.4% | 0.9 | 19% | 15% | 10% | 0.5 | 41
CC1CN(C(=O)N2CCCCC2)CCN1C(=O)N1CCCCC1 (stereo not drawn) | 10% | 0.6% | i | nt | 1.2 | -29%[20 µM] | 0.0% | -6% | 0.4 | 50
COc1ccc(C(C(=O)NCC2CCCO2)N(C(=O)c2snc(C(N)=O)c2N)c2ccc(C)cc2)cc1OC (stereo not drawn) | -5% | -0.1% | nt | 1.0% | nt | 6% | nt | -31% | 2.8 | 38
CCn1nc(C)cc1C(=O)N1CCCC(N(C)CCc2ccc(OC)c(OC)c2)C1 (stereo not drawn) | 15% | -0.1% | nt | 3.0% | nt | -32% | nt | 13% | -0.4 | 71
CC12CCC(C(=O)N3CCCCCC3)(OC1=O)C2(C)C (stereo not drawn) | 13% | -0.1% | i | -1.0% | 1.1 | -42% | 5.8% | 4% | 0.0 | 51
CC(=O)NC(CC(=O)NCC(c1ccco1)N(C)C)c1ccccc1 (stereo not drawn) | -2% | -0.6% | i | 0.8% | 0.9 | -6% | 0.1% | -10% | 0.5 | 82
CCOc1ccc(S(=O)(=O)NC(Cc2cnc[nH]2)C(=O)O)cc1 (stereo not drawn) | -5% | -0.6% | i | 2.8% | 1.1 | -25% | -0.6% | -42% | 0.3 | 61
CCN(C(=O)CSc1ccc2ccccc2c1)C1CCS(=O)(=O)C1 (stereo not drawn) | 12% | -0.2% | i | 5.6% | 1 | 6% | 0.4% | -24% | 2.8 | 59
Cc1ccc(C2CC(c3cccs3)=NN2C(=O)c2ccco2)o1 (stereo not drawn) | 15% | 0.2% | i | -5.0% | 1 | 2%[20 µM] | 2.4% | 17% | 0.3 | 93
COc1ccc(/C=N/NC(=O)c2ccoc2C)cc1COc1ccc(Cl)cc1 | -42% | -0.2% | i | 1.3% | 1.1 | 2% | -2.5% | -7% | -0.3 | 53
CCCNC(=O)NC(=O)CSc1ccc(C)cc1C | 16% | -0.2% | i | -2.3% | 1.2 | 14% | 1.2% | -32% | -1.1 | 47
COc1ccccc1N=C1SC(C(=O)Nc2ccc(F)cc2)CC(=O)N1C (stereo not drawn) | 3% | 0.4% | i | -5.3% | 1.1 | -6% | -0.6% | -8% | 0.2 | 44
N#CCn1c2ccccc2c2nc3ccccc3nc21 | -7% | -0.1% | i | nt | 1.1 | -243%[20 µM] | 1.5% | 3% | 5.3 | 79
CCOC(=O)CSc1nncc2ccc(OC)c(OC)c12 | 18% | 0.2% | i | 3.1% | 1.1 | -20% | -0.3% | 13% | -0.3 | 81

Only part of the results is shown; count on the stated rates, not on these rows.
